KOR beta-arrestin-1: KOR agonists, beta-arrestin recruitment, primary screen, cell-based, luminescence, uHTS (AID 1777) | KOR beta-arrestin recruitment, luminescence; higher % means a stronger effect | activation, % at 10 µM; hits with a dose series show EC50 in µM | 280,000 tested, 0.02% active; in the data active = activation above about 50%, passing the limit was not always enough; note: a part of the inactive calls stands beside numbers as strong as those of hits
HIV fusion peptide: inhibitors of HIV fusion peptide binding, primary screen, biochemical, uHTS, fluorescence dequenching (AID 1986) | cell-free peptide binding, fluorescence dequenching, 30 min; higher % means a stronger effect | inhibition, % at 20 µM; hits with a dose series show IC50 in µM | 290,000 tested, 0.3% active; in the data active = inhibition mostly above about 52%, no sharp cut-off; inactive = mostly below about 76%; note: some results filed as inactive read as strong as hits
GPR55 antagonists: inhibition of LPI-stimulated GPR55 beta-arrestin translocation – imaging, U2OS, beta-arrestin-GFP, LPI agonist, primary screen (AID 2013); one-dose inhibition, % at 10 µM; IC50 in µM for titrated hits; 290,000 tested, 0.13% active; U2OS GPR55 beta-arrestin-GFP translocation imaging, LPI antagonism; higher % means a stronger effect;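 active = spots per cell inhibited over 60%, with over 100 cells counted and total cytoplasm intensity under 500,000; inconclusive = wells with under 100 cells, flagged as likely toxic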;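 note: U2OS cells stably carrying GPR55 and arrestin-GFP stimulated by 5 µM LPI near EC80; imaged beta-arrestin-GFP aggregate spots per cell after agonist stimulation; plate controls were LPI-stimulated DMSO wells for no effect and DMSO wells without LPI for full effect; some results filed as inactive read as strong as hits; confirmed hits need IC50 under 10 µM and bright autofluorescent wells are also inconclusive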
Myeloid diff 2: promotes myeloid progenitor differentiation; ER-HoxA9 myeloid progenitors, lysozyme-GFP differentiation, flow cytometry; calls only at 10 µM; 360,000 tested, 1% active; AID 624256;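 active = normalized GFP-positive differentiation at or above the plate's own cutoff, the solvent-only control mean plus 3 SD; inconclusive = no clear call, values can overlap the other calls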;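 note: cells exposed to compound for four days before flow analysis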
GPR55 activation: selective activators of receptor GPR55 – imaging, U2OS cells, beta-arrestin-GFP redistribution, primary screen (AID 1961); U2OS GPR55 beta-arrestin-GFP redistribution imaging; higher % means a stronger effect; one-dose activation, % at 10 µM; EC50 in µM for titrated hits; 290,000 tested, 0.048% active;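 active = activation above 40% with more than 50 cells counted in the well; inconclusive = wells holding fewer than 50 cells, flagged as toxic or sparse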;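 note: U2OS osteosarcoma cells stably expressing GPR55 and beta-arrestin-GFP; plate controls were DMSO negative control for no effect and LPI positive control for full effect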
GPR35 antagonists: inhibition of zaprinast-stimulated GPR35 beta-arrestin translocation – imaging, U2OS, beta-arrestin-GFP, zaprinast agonist, primary screen (AID 2058). inhibition, % at 10 µM; hits with a dose series show IC50 in µM. 290,000 tested, 0.052% active. U2OS GPR35 beta-arrestin-GFP translocation imaging, zaprinast antagonism; higher % means a stronger effect;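 active = inhibition of at least 50% with at least 30 cells and total cytoplasm GFP at most 10,000,000; inconclusive = under 30 cells or total GFP of 10,000,000 plus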
NOD1 NF-kB reporter: inhibition of NOD1-driven NF-kB reporter – cell-based, luminescence, uHTS, primary screen (AID 1578); 290,000 tested, 1% active; NOD1-driven NF-kB luciferase reporter cells, luminescence; higher % means a stronger effect; one-dose inhibition, % at 4 µM; EC50 in µM for titrated hits; in the data active = inhibition mostly above about 36%, no sharp cut-off; inactive = mostly below about 34%;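 note: HEK-293T reporter cells stimulated with the NOD1 agonist gamma-tri-DAP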
KOR beta-arrestin-2: kappa opioid receptor blockers – cell-based, luminescence, uHTS (AID 1778) | 290,000 tested, 0.091% active | KOR beta-arrestin recruitment, luminescence, antagonist mode; higher % means a stronger effect | one-dose inhibition, % at 10 µM; IC50 in µM for titrated hits; note: strong numbers were not always called active
NOD2 inhibition: NOD2 signaling inhibitors, cell-based, luminescence, uHTS, HEK293 (AID 1566). HEK293 NOD2/NF-kB luciferase reporter, luminescence; higher % means a stronger effect. one-dose inhibition, % at 4 µM; EC50 in µM for titrated hits. 290,000 tested, 0.63% active; note: many of its hits are not listed in these tables
Myeloid diff 2 GFP+ MAC1+ %: also measured in Myeloid diff 2; calls as there; GFP+ MAC1+ double positive, %; measured here: differentiation confirmed by MAC1 staining
Active calls of the source: *; [ ] = dose if it differs, or a comment. Cut-off read from the data, not from the text of the source, unless noted: active = inhibition above about 50%; inactive = the rest. This is a subset; count on the stated rates, not on these rows.

Results for COc1ccc(/C=N/NC(=O)c2cc[n+]([O-])cc2)cc1O ?
KOR beta-arrestin-1: -5.2%; HIV fusion peptide: 3.2%; GPR55 antagonists: inconclusive; Myeloid diff 2: inactive; GPR55 activation: -0.2%; GPR35 antagonists: 14.8%; NOD1 NF-kB reporter: 3.2%; KOR beta-arrestin-2: 12.2%; NOD2 inhibition: 7.3%; Myeloid diff 2 GFP+ MAC1+ %: 3.1

What do the screens show for `NC(=O)C(=O)N/N=C/c1c[nH]c2ccc(Br)cc12`?
KOR beta-arrestin-1: -2.4%; HIV fusion peptide: 0.5%; GPR55 antagonists: -2.2%; Myeloid diff 2: inactive; GPR55 activation: -0.1%; GPR35 antagonists: -7.8%; NOD1 NF-kB reporter: -14.2%; KOR beta-arrestin-2: 14.8%; NOD2 inhibition: 10.0%; Myeloid diff 2 GFP+ MAC1+ %: 0.2

How did COC(=O)[C@H](CC(C)C)NC(=O)Nc1ccc(S(N)(=O)=O)cc1 do in these assays?
KOR beta-arrestin-1: 0.7%; HIV fusion peptide: -1.6%; GPR55 antagonists: -10.8%; Myeloid diff 2: inactive; GPR55 activation: -0.3%; GPR35 antagonists: 2.6%; NOD1 NF-kB reporter: 0.3%; NOD2 inhibition: 19.3%; Myeloid diff 2 GFP+ MAC1+ %: 0.6

Results for CCCn1c(NC(=O)c2cccc(S(=O)(=O)N3CCCC3)c2)nc2ccccc21 ?
KOR beta-arrestin-1: 26.0%; HIV fusion peptide: 2.4%; GPR55 antagonists: 7.3%; Myeloid diff 2: inactive; GPR55 activation: 0.1%; GPR35 antagonists: -7.6%; NOD1 NF-kB reporter: 2.7%; KOR beta-arrestin-2: -24.2%; NOD2 inhibition: 9.5%; Myeloid diff 2 GFP+ MAC1+ %: 1.5

How did Cc1ccc(OCC(=O)NC(C)c2ccc(Cl)c(Cl)c2)c([N+](=O)[O-])n1 (centres undefined) do in these assays?
KOR beta-arrestin-1: -3.4%; HIV fusion peptide: -0.3%; GPR55 antagonists: 12.0%; Myeloid diff 2: inactive; GPR55 activation: -0.1%; GPR35 antagonists: 17.9%; NOD1 NF-kB reporter: -30.1%; KOR beta-arrestin-2: 13.0%; NOD2 inhibition: 10.3%; Myeloid diff 2 GFP+ MAC1+ %: 0.8

Results for Cc1ccccc1OCc1nc(-c2ccccc2)no1 ?
KOR beta-arrestin-1: 2.9%; HIV fusion peptide: -0.2%; GPR55 antagonists: -5.7%; Myeloid diff 2: inactive; GPR55 activation: -0.2%; GPR35 antagonists: -5.3%; NOD1 NF-kB reporter: -48.7%; KOR beta-arrestin-2: 5.1%; NOD2 inhibition: -66.2%; Myeloid diff 2 GFP+ MAC1+ %: 1.3

How did Cc1ccc(NC(=O)CNc2ccc(OC(C)C)cc2)cc1 do in these assays?
KOR beta-arrestin-1: 1.5%; HIV fusion peptide: -1.4%; GPR55 antagonists: -20.1%; Myeloid diff 2: inactive; GPR55 activation: 0.7%; GPR35 antagonists: 5.6%; NOD1 NF-kB reporter: 4.6%; KOR beta-arrestin-2: -21.3%; NOD2 inhibition: 0.1%; Myeloid diff 2 GFP+ MAC1+ %: 0.5

What do the screens show for `COc1ccc(S(=O)(=O)N2CCCOC2CNC(=O)C(=O)NCc2ccccn2)cc1` (centres undefined)?
KOR beta-arrestin-1: -0.3%; HIV fusion peptide: -0.3%; GPR55 antagonists: 5.9%; Myeloid diff 2: inactive; GPR55 activation: 0.3%; GPR35 antagonists: -0.9%; NOD1 NF-kB reporter: -19.7%; KOR beta-arrestin-2: -7.0%; NOD2 inhibition: 14.9%; Myeloid diff 2 GFP+ MAC1+ %: 1.1

How did O=C1CCCCC1C(Nc1ccc(Br)cc1)c1ccccc1 (centres undefined) do in these assays?
KOR beta-arrestin-1: 4.3%; HIV fusion peptide: -2.1%; GPR55 antagonists: 9.4%; Myeloid diff 2: inactive; GPR55 activation: 0.3%; GPR35 antagonists: 21.8%; NOD1 NF-kB reporter: 5.1%; KOR beta-arrestin-2: -22.5%; NOD2 inhibition: -57.9%; Myeloid diff 2 GFP+ MAC1+ %: 0.9

What do the screens show for `CC(C)(C)[C@@H]1CCC(=O)N(CC[C@H](Sc2ccccc2)c2ccccc2)CC1`?
KOR beta-arrestin-1: 7.4%; HIV fusion peptide: 2.3%; GPR55 antagonists: 26.5%; Myeloid diff 2: inactive; GPR55 activation: 0.0%; GPR35 antagonists: 12.6%; NOD1 NF-kB reporter: -8.4%; KOR beta-arrestin-2: -35.4%[20 µM]; NOD2 inhibition: 7.2%; Myeloid diff 2 GFP+ MAC1+ %: 1.4

Results for Cc1ccccc1NC(=S)NNC(=O)c1ccco1 ?
KOR beta-arrestin-1: -5.0%; HIV fusion peptide: -1.8%; GPR55 antagonists: 0.5%; Myeloid diff 2: inactive; GPR55 activation: 0.0%; GPR35 antagonists: -5.8%; NOD1 NF-kB reporter: 3.8%; KOR beta-arrestin-2: -10.1%; NOD2 inhibition: -7.1%; Myeloid diff 2 GFP+ MAC1+ %: 1.1

What do the screens show for `COc1cc2c(C)nc3onc(-c4ccccc4)c3c2cc1OC`?
KOR beta-arrestin-1: -1.9%; HIV fusion peptide: 1.7%; GPR55 antagonists: 10.7%; Myeloid diff 2: inactive; GPR55 activation: 0.2%; GPR35 antagonists: 14.8%; NOD1 NF-kB reporter: -17.6%; KOR beta-arrestin-2: -47.2%; NOD2 inhibition: 9.7%; Myeloid diff 2 GFP+ MAC1+ %: 1.1

How did COc1ccc(-c2cc(C(=O)NCc3cccs3)no2)cc1 do in these assays?
KOR beta-arrestin-1: 1.1%; HIV fusion peptide: -1.3%; GPR55 antagonists: 3.2%; Myeloid diff 2: inactive; GPR55 activation: 0.2%; GPR35 antagonists: -3.5%; NOD1 NF-kB reporter: -3.1%; KOR beta-arrestin-2: 13.2%; NOD2 inhibition: -78.9%; Myeloid diff 2 GFP+ MAC1+ %: 0.5

How did O=C(/C=C/c1ccc(-c2ccc(F)cc2)o1)N1CCCC1 do in these assays?
KOR beta-arrestin-1: 2.4%; HIV fusion peptide: -1.5%; GPR55 antagonists: 22.6%; Myeloid diff 2: inactive; GPR55 activation: 0.1%; GPR35 antagonists: 3.5%; NOD1 NF-kB reporter: -37.6%; KOR beta-arrestin-2: -28.0%; NOD2 inhibition: -49.8%; Myeloid diff 2 GFP+ MAC1+ %: 0.1

What do the screens show for `Cc1ccc(O)c(NC(=O)c2cc([N+](=O)[O-])ccc2Cl)c1`?
KOR beta-arrestin-1: -6.2%; HIV fusion peptide: -2.5%; GPR55 antagonists: 3.2%; Myeloid diff 2: inactive; GPR55 activation: -0.1%; GPR35 antagonists: 8.5%; NOD1 NF-kB reporter: -21.2%; KOR beta-arrestin-2: 2.7%[20 µM]; NOD2 inhibition: -46.6%; Myeloid diff 2 GFP+ MAC1+ %: 0.0

What do the screens show for `O=C(CSc1nnc(SCc2ccccc2)s1)N/N=C/C=C/c1ccco1`?
KOR beta-arrestin-1: 2.0%; HIV fusion peptide: 33.4%; GPR55 antagonists: -1.8%; Myeloid diff 2: inactive; GPR55 activation: -0.2%; GPR35 antagonists: 12.2%; NOD1 NF-kB reporter: -13.6%; KOR beta-arrestin-2: -39.4%; NOD2 inhibition: -14.0%; Myeloid diff 2 GFP+ MAC1+ %: 1.0

How did COC(=O)c1ccccc1NC(=O)CCCn1nc([N+](=O)[O-])cc1C do in these assays?
KOR beta-arrestin-1: -2.9%; HIV fusion peptide: -0.7%; GPR55 antagonists: -5.9%; Myeloid diff 2: inactive; GPR55 activation: 0.1%; GPR35 antagonists: -7.6%; NOD1 NF-kB reporter: -23.8%; KOR beta-arrestin-2: 6.0%; NOD2 inhibition: 7.5%; Myeloid diff 2 GFP+ MAC1+ %: 0.6

Results for COC(=O)c1cc(NCc2c(F)cccc2Cl)ccc1N1CCOCC1 ?
KOR beta-arrestin-1: -1.6%; HIV fusion peptide: 5.1%; GPR55 antagonists: 27.8%; Myeloid diff 2: inactive; GPR55 activation: -0.1%; GPR35 antagonists: -10.5%; NOD1 NF-kB reporter: -16.2%; KOR beta-arrestin-2: -4.6%; NOD2 inhibition: 23.5%; Myeloid diff 2 GFP+ MAC1+ %: 7.1

How did O=C(CCCCCN1C(=O)c2ccccc2C1=O)Nc1ccc(S(=O)(=O)N2CCCCC2)cc1 do in these assays?
KOR beta-arrestin-1: 4.4%; HIV fusion peptide: 7.9%; GPR55 antagonists: 18.5%; Myeloid diff 2: inactive; GPR55 activation: 0.3%; GPR35 antagonists: -6.6%; KOR beta-arrestin-2: -5.3%; NOD2 inhibition: 33.0%; Myeloid diff 2 GFP+ MAC1+ %: 3.7

How did O=C(Nc1cccc(C(F)(F)F)c1)Oc1ccc(Cl)c2cccnc12 do in these assays?
KOR beta-arrestin-1: 9.0%; HIV fusion peptide: 1.2%; GPR55 antagonists: 11.6%; Myeloid diff 2: inactive; GPR55 activation: -0.2%; GPR35 antagonists: 20.5%; NOD1 NF-kB reporter: 6.5%; KOR beta-arrestin-2: 65.4%*; NOD2 inhibition: 0.7%; Myeloid diff 2 GFP+ MAC1+ %: 0.4

How did OCc1nc2ccccc2n1CC(O)COc1ccccc1 (centres undefined) do in these assays?
KOR beta-arrestin-1: -8.9%; HIV fusion peptide: 2.3%; GPR55 antagonists: -0.7%; Myeloid diff 2: inactive; GPR55 activation: -0.2%; GPR35 antagonists: 10.1%; NOD1 NF-kB reporter: 20.5%; KOR beta-arrestin-2: 4.9%; NOD2 inhibition: 2.0%; Myeloid diff 2 GFP+ MAC1+ %: 1.1

What do the screens show for `COC(=O)/C(C#N)=C/c1c(N2CCN(c3cccc(Cl)c3)CC2)nc2c(C)cccn2c1=O`?
KOR beta-arrestin-1: 1.4%; HIV fusion peptide: 2.2%; GPR55 antagonists: 5.0%; Myeloid diff 2: inconclusive; GPR55 activation: 0.0%; GPR35 antagonists: -9.2%; NOD1 NF-kB reporter: -7.2%; KOR beta-arrestin-2: -10.4%; NOD2 inhibition: -2.2%

What do the screens show for `COc1ccc(C2=NOC(C(=O)O)C2)cc1` (centres undefined)?
KOR beta-arrestin-1: 6.0%; HIV fusion peptide: 0.0%; GPR55 antagonists: 16.9%; Myeloid diff 2: inactive; GPR55 activation: 0.0%; GPR35 antagonists: 18.8%; NOD1 NF-kB reporter: -1.4%; KOR beta-arrestin-2: -44.1%; NOD2 inhibition: 13.3%; Myeloid diff 2 GFP+ MAC1+ %: 0.6

Results for COc1ccc(N(C(=O)c2ccco2)C(C(=O)NC2CCCC2)c2ccc(C)cc2)c(OC)c1 (centres undefined) ?
KOR beta-arrestin-1: -3.9%; HIV fusion peptide: 0.1%; GPR55 antagonists: 8.3%; Myeloid diff 2: inactive; GPR55 activation: 0.3%; GPR35 antagonists: 10.3%; NOD1 NF-kB reporter: -14.9%; KOR beta-arrestin-2: 0.2%; NOD2 inhibition: -4.3%; Myeloid diff 2 GFP+ MAC1+ %: 2.1

From PubChem BioAssay
